Assay outcomes: PubChem BioAssay, National Center for Advancing Translational Sciences (NCATS)
LDHA block – qHTS assay for inhibitors of human lactate dehydrogenase | L-lactate dehydrogenase A chain (Homo sapiens), P00338 | purified LDHA, NADH/diaphorase-resazurin fluorescence; hits give low values | activity change, % (values are at about 110 or 230 µM) | 0.15% of 480,000 active; in the data active = activity change below about -30%; inconclusive = mostly about -25% to -30%;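 note: plate controls were DMSO wells for no effect and wells without enzyme for full effect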
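LDH5 2 nM; NADH 0.06 mM, pyruvate 0.2 mM; 200 mM Tris pH 7.4, EDTA, Tween-20; 5 min RT. Detection: diaphorase 0.133 mg/mL + resazurin 37 µM, fluorescence ex540/em590 at 0 and 20 min; normalized to enzyme-free and DMSO wells.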
ERG-DNA inh – qHTS for Small Molecule Inhibitors of the ERG Ets/DNA interaction. Transcriptional regulator ERG (Homo sapiens), P11308. fluorescence polarization, His-ERG Ets domain / labelled DNA. Potency, µM (top dose mostly 76.9 µM), for inactives: at the top dose FP activity, negative = inhibition, usual class: inhibitors. 0.028% of 370,000 active. AID 624246, 2012; active = well fitted inhibition curve with a large enough effect in the polarisation, with a control signal flat; inconclusive = small, poorly fitted or top-dose-only effect, or effect the other way, or a change in a side signal; inactive = no such curve, though single readings can be large or run the other way; the % refers to the polarisation;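 note: polarization taken with two DNA probes labelled with fluorescein and Texas red; potency is the fitted concentration of half-maximal effect; % of control where 0% means no effect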
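His-tagged ERG Ets domain (1 uM in the protein solution; 300mM KCl, 50mM Tris-HCl, 1mM EDTA, 1mM DTT, pH 7.5) received compound, then a probe mix of 5 nM fluorescein-DNA and 100nM Texas-615-DNA. Fluorescence polarization was read for both dyes.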
GRP78 ERSR act – qHTS for Inducers of the Endoplasmic Reticulum Stress Response (ERSR) in Human Glioma: qHTS; U87-MG GRP78 promoter luciferase reporter, 16 h; Potency, µM, for the others: top-dose activation, actives largely listed as activators; 0.02% of 420,000 active; note: potency is the fitted concentration of half-maximal effect; series mostly up to about 76 µM; % of control where 0% means no effect; nearly all actives have a fitted effect of over 35% in size
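ERSR induction read as luciferase luminescence (Bright-Glo, 10 min at room temperature) in stably transfected human U87-MG glioma cells exposed to compounds for 16 h, using GRP78 as sensor.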
Vif-A3F inh – qHTS for Inhibitors of Vif-A3F Interactions: qHTS; HeLa A3F-eYFP + Vif (tagged APOBEC3F with the HIV-1 protein that degrades it), YFP fluorescence increase; Potency, µM (doses to about 46.1 µM), inactives show at the top dose activity, negative = active; 0.2% of 390,000 active; note: potency is the fitted concentration of half-maximal effect; % of control where 0% means no effect; nearly all actives have a fitted effect of over 65% in size
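HeLa cells stably expressing A3F-eYFP plus Vif, plated and incubated overnight at 37 deg C, then exposed to compounds overnight at 37 deg C. Blocked degradation read as raised yellow fluorescence (Ex 488/Em 500-530).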
D2 agonist – HTS Assay for Allosteric Agonists of the Human D2 Dopamine Receptor: Primary Screen for Agonists | 0.53% of 340,000 active | AID 485358, 2010 | activation, % at 2 µM | HEK293 T-REx D2 cells, calcium flux agonist mode;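 active = activation over 3 SD above normal in the single-dose calcium agonist read, cut at about 30% in these data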; note: 0% is about no effect
Target sequence (P14416 whole entry, looked up): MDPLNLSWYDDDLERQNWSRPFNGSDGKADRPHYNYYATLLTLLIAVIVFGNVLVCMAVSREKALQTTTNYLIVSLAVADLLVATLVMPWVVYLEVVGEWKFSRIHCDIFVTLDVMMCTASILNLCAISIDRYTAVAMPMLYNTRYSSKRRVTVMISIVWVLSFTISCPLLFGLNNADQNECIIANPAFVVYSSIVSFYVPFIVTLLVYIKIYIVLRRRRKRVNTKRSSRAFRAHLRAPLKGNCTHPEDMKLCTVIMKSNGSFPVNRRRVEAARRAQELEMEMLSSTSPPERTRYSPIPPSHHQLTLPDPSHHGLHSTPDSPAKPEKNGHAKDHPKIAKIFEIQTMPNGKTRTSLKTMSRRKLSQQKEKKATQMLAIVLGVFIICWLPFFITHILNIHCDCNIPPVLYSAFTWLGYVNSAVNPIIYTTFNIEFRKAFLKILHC
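In this primary screen, compounds producing a positive calcium signal within 180 s of addition to tetracycline-induced, force-coupled HEK293 Trex D2 cells are flagged; cells are dye-loaded with a no-wash calcium kit beforehand.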
Vif-APOBEC3G blk – qHTS for Inhibitors of Vif-A3G Interactions: qHTS; 0.076% of 410,000 active; AID 602310, 2012; Potency, µM (doses to about 46.1 µM), for inactives: at the top dose activity, negative = active, usual class: inhibitors; DNA dC->dU-editing enzyme APOBEC-3G (Homo sapiens), Q9HC16; HeLa A3G-eYFP + Vif (tagged APOBEC3G with the HIV-1 protein that degrades it), YFP fluorescence, overnight;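 note: potency is the fitted concentration of half-maximal effect; % is set by controls: 0 for no effect and ±100 for the full control effect; nearly all actives have a fitted effect of over 60% in size; hits raise eYFP signal because A3G escapes Vif-driven loss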
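HeLa cells stably expressing Vif and C-terminally eYFP-tagged A3G, seeded overnight at 37 deg C, then exposed to compound by pintool overnight at 37 deg C. Rise in yellow fluorescence (Ex 488/Em 500-530, Acumen) marks blocked Vif-driven A3G degradation.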
ALOX12 inh – Primary qHTS assay for inhibitors of human arachidonate 12S-lipoxygenase (ALOX12): Round 2; Potency, µM (highest dose often 108 µM), inactives show at the highest dose activity change, negative = inhibition, actives largely listed as inhibitors; AID 1671190, 2021; Polyunsaturated fatty acid lipoxygenase ALOX12 (Homo sapiens), P18054; 1.1% of 580,000 active; purified 12hLO, xylenol orange hydroperoxide absorbance; note: potency is the fitted concentration of half-maximal effect; % is set by controls: 0 for no effect and ±100 for the full control effect
Target sequence (P18054 whole entry, looked up): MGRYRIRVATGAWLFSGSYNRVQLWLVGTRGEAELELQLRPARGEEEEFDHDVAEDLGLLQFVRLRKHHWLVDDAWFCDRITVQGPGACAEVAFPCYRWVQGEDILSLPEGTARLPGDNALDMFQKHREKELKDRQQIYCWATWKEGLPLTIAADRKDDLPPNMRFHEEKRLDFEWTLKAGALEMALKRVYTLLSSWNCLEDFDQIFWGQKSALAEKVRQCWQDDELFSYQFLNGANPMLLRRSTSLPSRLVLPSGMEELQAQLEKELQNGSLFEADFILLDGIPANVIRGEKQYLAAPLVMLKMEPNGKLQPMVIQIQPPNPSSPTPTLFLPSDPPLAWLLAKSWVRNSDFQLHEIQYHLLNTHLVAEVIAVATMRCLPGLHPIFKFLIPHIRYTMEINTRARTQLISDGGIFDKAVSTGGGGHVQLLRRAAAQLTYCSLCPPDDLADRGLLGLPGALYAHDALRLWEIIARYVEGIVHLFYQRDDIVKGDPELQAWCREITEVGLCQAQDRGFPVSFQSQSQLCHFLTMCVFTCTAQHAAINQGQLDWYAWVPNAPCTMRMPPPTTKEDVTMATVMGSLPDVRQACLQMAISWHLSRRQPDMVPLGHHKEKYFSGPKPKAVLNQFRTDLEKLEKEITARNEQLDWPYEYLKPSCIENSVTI
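Purified human 12hLO (150 nM final) in 25 mM Hepes, 0.01% Triton X-100, pH 7.0 was preincubated 15 min at room temperature with compound. Then 40 uM arachidonic acid was added, 30 min. Hydroperoxide was read by Fe-XO absorbance ratio 573/405 nm.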
D2 antag – HTS Assay for Allosteric Antagonists of the Human D2 Dopamine Receptor: Primary Screen for Antagonists. HEK293 TREx D2 cells, calcium flux, dopamine EC80. D(2) dopamine receptor (Homo sapiens), P14416. inhibition, % at 10 µM. 2% of 340,000 active; in the data active = inhibition above about 30%; note: 0% is about no effect
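Overnight-induced (tetracycline, 30 C) HEK293 T-REx cells carrying force-coupled D2 receive a no-wash calcium dye, then compound, then EC80 dopamine at 180 s; signals are read kinetically throughout.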
RGS4 inhibitor – Inhibitors of Regulator of G Protein Signaling (RGS) 4: qHTS. Potency, µM (titrated, usually from 114 µM), for inactives: at the top dose activity change, negative = inhibition, hits mostly inhibitors. 0.039% of 390,000 active. Transcreener GDP fluorescence polarization, RGS4-accelerated GTP hydrolysis; note: potency is the fitted concentration of half-maximal effect; % is set by controls: 0 for no effect and ±100 for the full control effect; nearly all actives have a fitted effect of over 75% in size; some results filed as inactive show a strong effect at the top dose
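MLSMR compounds (23 nl, pin-transferred) preincubated 10 min at room temperature with a 500nM (2x) first reagent, then RGS4 at 900nM (2x) plus Transcreener GDP mix added; fluorescence polarization (620/688 nm) read before and after 90 min at 30 °C.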
The depositor's hits bear a star; ? = inconclusive; / = no result given; [ ] = another dose, or the depositor's remark. Unless noted, calls come from the whole dose curve; as a rule, active = well fitted curve in the direction sought with a large enough effect; inconclusive = small, poorly fitted or top-dose-only effect, or another doubt; inactive = no such curve, though single readings can be large; an effect the other way counts as inactive or inconclusive. Some of the compounds tested; the hit share may differ from the screen's.

SMILES | LDHA block | ERG-DNA inh | GRP78 ERSR act | Vif-A3F inh | D2 agonist | Vif-APOBEC3G blk | ALOX12 inh | D2 antag | RGS4 inhibitor
COCCn1c(C2CCCCC2)nc2sc3ccccc3c(=O)c2c1=O | -3 | -2% | -1% | 8% | -1.0 | -2% | -4% | 3 | -4%
CC1CCN(S(=O)(=O)c2nnc(NC(=O)c3ccccc3Br)s2)CC1 | 1 | 2% | 7% | -25% | -0.5 | -1% | 17% | -7 | 14%
Cc1ccc(OCC(=O)Nc2ccc3[nH]c(=O)sc3c2)cc1 | 4 | -3% | -3% | -9% | -0.1 | 1% | 0% | / | -10%
CCc1nnc(SCc2nc(-c3ccc(OC)cc3)oc2C)c2cc3sccc3n12 | -13 | -3% | -1% | 14% | / | 5% | -3% | / | 22%
Cc1ccc(O)c(NC(=O)c2cc(-c3ccccc3O)no2)c1 | 12 | 1% | 5% | 11µM* | 1.0 | ? | -22% | / | -4%
COC(=O)c1ccc(-c2ccco2)n1Cc1nc(-c2ccc(OC)c(OC)c2)oc1C | -5 | 5% | -2% | -6% | -0.4 | -1% | ? | 6 | -32%
CSC(C(=O)c1cc2ccccc2o1)c1ccccc1 (configuration not stated) | -14 | -6% | 14% | -2% | -0.4 | -3% | -7% | 5 | -13%
COc1ccc(CNC(=O)c2ccc(CS(=O)(=O)c3ccccc3OC)o2)cc1 | 0 | 2% | -2% | -2% | -0.2 | -2% | -21% | / | -9%
CCCCN(C(=O)COC(=O)CSc1ccc([N+](=O)[O-])cc1)c1c(N)n(CCC)c(=O)[nH]c1=O | -2 | -9% | -4% | 0% | 0.2 | -1% | -17% | 8 | -16%
Cc1cc(NC(=O)C(C)SCC(=O)N(C)CC(=O)Nc2ccccc2Br)no1 (configuration not stated) | 2 | 3% | -3% | 1% | -1.9 | 0% | 0% | -9 | -13%
O=C(c1ccc2c(Cl)c3c(nc2c1)CCCC3)N1CCC(N2CCCCC2)CC1 | 0 | 3% | 1% | 13% | -0.8 | 3% | 33%[activator] | -16 | -14%
CCOc1ccc(NC(=O)CCNC(=O)Cn2ccc3ccccc3c2=O)cc1 | -5 | -12% | 4% | -7% | -1.0 | -5% | / | -5 | -10%
Cc1ccc(N(CC(=O)O)C2SC(=O)NC2=O)cc1 (configuration not stated) | 4 | 5% | -2% | -5% | 1.7 | -7% | ? | -1 | -7%
CCc1ccccc1NC(=S)N(Cc1cccnc1)Cc1ccco1 | 0 | 0% | -3% | 11% | 0.3 | 0% | -13% | 0 | -6%
CCCCn1nnnc1SCC(=O)N1CCOCC1 | -2 | 1% | -5% | 9% | 0.5 | 2% | -18% | -1 | -3%
Cc1ccc(-c2noc(CN3CCN(c4ccccc4F)CC3)n2)cc1 | -9 | -4% | -2% | 5% | 0.1 | 0% | 24% | 14 | 17%
Cc1ccc(F)c(CNC(=O)C2(C)CCCN2C(=O)C(C)C)c1F (configuration not stated) | -7 | / | 0% | / | / | -5% | -5% | / | /
CCCCN(C)c1c(C)nc2ccc(C(=O)NCCc3c[nH]c4ccccc34)cn12 | 0 | / | 3% | / | / | -6% | ? | / | /
Cc1ccc(NC(=O)CN2CCN(CCN=CC3=C(O)CC(c4ccccc4)CC3=O)CC2)cc1 (configuration not stated) | -4 | -30% | -4% | 3% | -0.4 | 0% | -2% | -12 | 4%
Cc1ccc(C)n1-c1ccc(C(=O)N2CCOCC2)cc1 | 12 | -5% | 3% | -12% | 0.0 | 3% | -6% | -5 | -30%

An excerpt of these results, as tab-separated lines:
SMILES	LDHA block	ERG-DNA inh	GRP78 ERSR act	Vif-A3F inh	D2 agonist	Vif-APOBEC3G blk	ALOX12 inh	D2 antag	RGS4 inhibitor
Cc1ccc(OCC(=O)Nc2ccc3[nH]c(=O)sc3c2)cc1	4	-3%	-3%	-9%	-0.1	1%	0%	/	-10%
CCc1nnc(SCc2nc(-c3ccc(OC)cc3)oc2C)c2cc3sccc3n12	-13	-3%	-1%	14%	/	5%	-3%	/	22%

Following part:
SMILES | LDHA block | ERG-DNA inh | GRP78 ERSR act | Vif-A3F inh | D2 agonist | Vif-APOBEC3G blk | ALOX12 inh | D2 antag | RGS4 inhibitor
CC(=O)C1=C(O)C(=O)N(c2ccc(Br)cn2)C1c1cccc([N+](=O)[O-])c1 (configuration not stated) | -7 | -2% | -1% | 8% | 0.0 | 3% | -82% | -2 | 26%
CC(=O)Nc1ccc(NC(=O)C(C)OC(=O)CCSc2ccccc2Cl)cc1 (configuration not stated) | -13 | -5% | -1% | -4% | / | 0% | -10% | / | 20%
O=C(OCC#CCSc1nnc(-c2cccc3ccccc23)o1)c1ccc(Br)cc1 | 1 | / | 0% | -5% | / | 2% | 13% | / | -7%
CCC(C)N(C(=O)CSc1nc2ccc(OC)cc2[nH]1)C1CCS(=O)(=O)C1 (configuration not stated) | -8 | -4% | -1% | ? | -0.3 | -5% | -17% | 18 | -24%
Cc1ccc(S(=O)(=O)N2CCOCC2)cc1NC(=O)CNCc1ccc(Cl)cc1Cl | -4 | 7% | -4% | 6% | / | 3% | -21% | / | -16%
CN(CC(=O)Nc1ccncc1)S(=O)(=O)c1ccc(Cl)cc1 | -6 | -15% | -5% | 2% | 0.8 | 1% | -6% | -7 | -6%
C/C(=N/NC(=O)c1nnn(-c2nonc2N)c1COc1ccccc1)c1ccc(O)cc1 | -1 | 6% | 0% | -29% | 0.0 | 4% | 5% | -3 | 28%
Cc1ccc(NC(=O)c2nc(C)n(-c3ccc([N+](=O)[O-])cc3)n2)cc1 | -8 | -7% | -2% | 3% | -0.1 | -3% | / | / | -18%
CSc1ccc(CCNC(=O)CCc2c(C)nc3c4cccnc4nn3c2C)cc1 | 5 | 2% | -2% | ? | -0.4 | -1% | -22% | / | 11%
C[C@@H]1CN([C@@H](C)CO)C(=O)Cc2cc(NC(=O)Nc3cccc4ccccc34)ccc2O[C@@H]1CN(C)Cc1ccc(C(F)(F)F)cc1 | 8 | -15% | -1% | -5% | / | -10% | -10% | / | -9%
CN(C)c1ccc(-c2ccnc3c2CC(C)(C(=O)NCc2ccncc2)O3)cc1 (configuration not stated) | -5 | / | 1% | / | / | 1% | -5% | / | /
CCC(CO)n1c(=S)[nH]c2cc(OC)c(OC)cc2c1=O (configuration not stated) | -9 | -2% | -2% | 2% | 0.1 | 2% | -27% | 2 | -9%
COc1ccc(C(=O)Nc2cc3cc(Cl)ccc3oc2=O)cc1OC | -22 | -1% | 12% | -12% | 0.4 | ? | -9% | / | 6%
COc1ccc(N(C(=O)CNC(=O)c2ccco2)C(C(=O)NCC2CCCO2)c2ccccc2)cc1OC (configuration not stated) | 0 | -12% | -5% | -15% | / | 0% | ? | -1 | 23%
O=C(CCCSc1nc2ccccc2[nH]1)N1CCN(c2ccccc2)CC1 | -5 | 3% | -1% | -1% | 0.5 | 2% | ? | 6 | -14%
c1ccc(-n2nnnc2Cc2nnnn2-c2ccccc2)cc1 | -7 | -14% | -3% | 4% | 2.6 | 0% | 4% | 5 | 28%
CN(CC(=O)Nc1ccc(F)c(F)c1F)C(=O)c1n[nH]c(=O)c2ccccc12 | -4 | -11% | -2% | 1% | / | -1% | -4% | / | -4%
COc1cc(/C=N/NC(=O)c2ccncc2)ccc1OCC(=O)Nc1ccc(C)c(C)c1 | 1 | -9% | 2% | 9% | -0.8 | -15% | -10% | -2 | -33%
CCCCn1c(=O)n(C)c(=O)c2c3c(sc21)COC(C)(C)C3 | 1 | -6% | -2% | 1% | -1.0 | -2% | 113%[activator] | -14 | -30%
CCOc1ccc(C(=O)NC2CCN(CC(=O)NCc3ccccc3)CC2)cc1 | 3 | 7% | -4% | 3% | -0.2 | 0% | 3% | -1 | -3%
Cc1ccc(NC(=O)COC(=O)Cn2cnc3ccccc32)cc1S(=O)(=O)N(C)C | 0 | / | -4% | 8% | 0.6 | -4% | 3% | -4 | -8%
O=C(Cn1nnc(-c2ccccc2)n1)NNC(=O)c1cccc([N+](=O)[O-])c1 | 2 | 2% | -1% | 2% | 0.6 | 0% | -1% | -20 | 6%
Cc1c(CCC(=O)N[C@@H](C)C(=O)O)c(=O)oc2cc3oc4c(c3cc12)CCCC4 | 0 | 15% | -11% | -15% | -0.7 | -4% | 1% | -14 | 4%

A second format for part of the listing above:
SMILES	LDHA block	ERG-DNA inh	GRP78 ERSR act	Vif-A3F inh	D2 agonist	Vif-APOBEC3G blk	ALOX12 inh	D2 antag	RGS4 inhibitor
CCOc1ccc(NC(=O)CCNC(=O)Cn2ccc3ccccc3c2=O)cc1	-5	-12%	4%	-7%	-1.0	-5%	/	-5	-10%
Cc1ccc(N(CC(=O)O)C2SC(=O)NC2=O)cc1 (configuration not stated)	4	5%	-2%	-5%	1.7	-7%	?	-1	-7%
